ERAP1 HTS inh = inhibitors of human ERAP1 aminopeptidase; recombinant ERAP1, Leu-AMC fluorescence, 60 min; inhibition, % at 10.7 µM; hit rate 0.15% among 340,000; AID 652197;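 active = mean replicate inhibition of at least 30%, or all replicates individually reaching that 30% level; inactive = mean below 30% and not every replicate reaching it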;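 note: 0% = neutral control wells and 100% = L-leucinethiol positive control wells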
Cneo AK release = causes C. neoformans cell lysis; AID 651654; lysis activity, % at 15 µM; adenylate kinase release luminescence, 4 h; normalised: neutral wells 0, clomiphene wells 100; hit rate 0.2% among 360,000;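 active = mean lysis activity across replicates of at least 80%, whatever share of replicates individually reach that level; inactive = mean lysis activity below 80%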
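read-out = cell lysis signal | test system = log-phase Cryptococcus neoformans yeast cells | input = cells at 5 × 10^6 per mL | medium = fresh YPD growth medium | signal = luminescent adenylate kinase detection reagent | timing = 4 h at 37 °C static, read 1 h later | dosing = single dose | controls = Clomiphene as positive lysis control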
PGC1a acetyl inh = modulators of PGC1a acetylation. U2OS PGC1a acetylation, AlphaScreen anti-acetyl-lysine; with virally co-expressed GCN5 acetyltransferase. inhibition, % at 15.6 µM. hit rate 0.17% among 350,000. AID 651687;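 active = every replicate shows inhibition of at least 40%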;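 note: 0% = neutral control wells and 100% = positive control wells; some results beyond the cut were filed as inactive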
S100A4 inh HTS = S100A4-myosin IIA interaction inhibition. P26447. S100A4/TAMRA-MyoIIA peptide fluorescence polarization. inhibition, % at 10.7 µM. hit rate 0.14% among 360,000. AID 652163;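 active = mean inhibition of at least 70% across replicates, with every replicate also reaching that level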
Target sequence (P26447 whole entry, looked up): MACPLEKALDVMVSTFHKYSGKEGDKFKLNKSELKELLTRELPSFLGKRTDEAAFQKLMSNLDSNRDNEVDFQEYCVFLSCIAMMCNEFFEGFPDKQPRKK
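Compound dosing: one dose per compound; test system: human S100A4 monomer with TAMRA-labelled myosin IIA peptide; probe or stimulus: TAMRA-labelled myosin IIA heavy-chain peptide probe, 5 nM; medium: HEPES buffer with Ca2+, pH 7.2; schedule: 5 min incubation before reading; benchmarks: neutral control DMSO, positive control TFP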
Statin myotox sup = protects C2C12 myotubes from simvastatin toxicity; ATP luminescence, 48 h; scaled: DMSO 0, geranylgeraniol control 100; rescue of ATP level, % at 7.49 µM; hit rate 0.78% among 330,000; AID 602340;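 active = mean ATP rescue above about 67%, or every replicate alone reaching that limit, limit read from the data, passing the limit was not always enough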;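 note: myotubes were challenged with 10 µM simvastatin during compound exposure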
XiGFP reactiv = activators of X-chromosome reactivation in mouse fibroblasts | XiGFP mouse fibroblasts, % GFP-positive cells imaging, 3 d; cells co-treated with 5-aza-dC sensitizer; scaled so ellipticine positive control = 100% | AID 743238 | activation, % at 7.58 µM | hit rate 0.055% among 360,000;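 active = mean normalized replicate activation at least 10% and every replicate at or above 10%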;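 note: 0% = median of on-plate neutral control wells and 100% = ellipticine 6 µM median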
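Schedule: 3 d treatment, 15 min room-temperature fixation; system: 68-5-11 XiGFP fibroblast line; buffer or medium: DMEM plus 5-aza-dC sensitizer; control set: ellipticine 6 µM positive control; compound: one concentration, pinned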
SIRT5 inh = blocks human SIRT5 desuccinylation of peptide | Purified SirT5, succinyl-peptide AMC, trypsin-coupled fluorescence | hit rate 1.1% among 330,000 | inhibition, % at 15 µM | AID 652115; in the data active = inhibition above about 15%
Target sequence (Q9NXA8 whole entry, looked up): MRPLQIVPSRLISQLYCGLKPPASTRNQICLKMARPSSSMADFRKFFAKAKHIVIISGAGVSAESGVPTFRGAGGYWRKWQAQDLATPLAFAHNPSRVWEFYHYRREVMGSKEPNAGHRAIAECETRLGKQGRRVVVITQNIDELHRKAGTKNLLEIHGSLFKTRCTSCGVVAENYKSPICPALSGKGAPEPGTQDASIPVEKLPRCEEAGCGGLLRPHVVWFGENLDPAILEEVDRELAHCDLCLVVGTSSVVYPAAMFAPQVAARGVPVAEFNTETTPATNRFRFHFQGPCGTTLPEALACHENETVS
LGR2 antag = blocks bursicon-induced cAMP signaling via Drosophila LGR2; inhibition, % at 9.99 µM; HEK293 LGR2, CRE-luciferase, bursicon-stimulated, 4 h; AID 720647; hit rate 0.35% among 380,000;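 active = drop in luminescence signal, shown as inhibition above about 50% in the replicate tests, limit read from the data, passing the limit was not always enough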;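 note: agonist challenge used bursicon conditioned medium at about half maximal strength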
Numbers without * were called inactive; / = not tested or not shown; & = joins results of further samples. These rows are one share of the data. The share of hits here may be higher or lower than overall.

mol	LGR2 antag	S100A4 inh HTS	Statin myotox sup	ERAP1 HTS inh	Cneo AK release	XiGFP reactiv	PGC1a acetyl inh	SIRT5 inh
C[C@@H]1CN([C@H](C)CO)C(=O)c2cc(C#CCN(C)C)cnc2O[C@@H]1CN(C)C	-8.1	6.5	-11.5	-1.0	-0.6	-0.7	1.8	-1.7
CC(C)Oc1ccc(F)cc1-c1cc(C(=O)NCc2cc(C(F)(F)F)cc(C(F)(F)F)c2)[nH]n1	9.0	-1.1	-1.6	3.7	-0.3	0.1	-0.2	-0.1
CC(=O)N1Cc2cc(C(=O)NCC(F)(F)F)nc(-c3cccc(-c4cc5ccccc5o4)c3)c2[C@H]1CCO	-6.4&-24.6	3.6&-1.0	/	1.7	/	0.1&0.1	-0.6	2.9&-3.1
C[C@@H]1CN([C@@H](C)CO)C(=O)c2cc(NC(=O)Nc3ccc(F)cc3)ccc2O[C@@H](C)CCCCO[C@H]1CN(C)CC1CCCCC1	9.5	5.0	/	-4.3	60.5	-0.1	-29.2	0.2
CCN1C(=O)[C@H]2[C@@H](c3ccc(C)cc3)N3C(=O)N(c4cccc(Br)c4)C(=O)[C@@]3(C)[C@H]2C1=O	-18.0	-1.4	13.4	-3.0	-0.1	0.5	-2.5	-0.8
COc1ccc(C[C@H]2CCn3cc(nn3)COC[C@@H](CC(C)C)NC2=O)cc1	5.7	-2.8	/	-0.5	-0.5	0.1	/	-3.9
COc1ccc(S(=O)(=O)N2CCN(c3ccc(F)cc3)CC2)cc1C(=O)N1CCCC1	-5.6	-0.8	13.8	1.0	2.3	0.3	/	-4.8
CCOc1ccccc1/C=C(/NC(=O)c1ccccc1)C(=O)N1CCCCC1	6.5	-1.7	5.5	-6.9	2.1	0.0	-7.5	-0.8
C[C@@H]1CCCCO[C@H](CN(C)C(=O)Nc2ccc3c(c2)OCO3)[C@H](C)CN([C@H](C)CO)C(=O)c2cc(NC(=O)Cc3ccccc3)ccc2O1	-1.7	/	/	/	7.8	-0.5	1.3	/
Oc1ccc2oc3c(c2c1C=NCc1ccncc1)CCCC3	-10.6	-1.2	14.2	-2.4	0.6	0.3	-8.0	-0.6
O=C(C[C@@H]1C[C@H]2c3cc(NC(=O)Nc4ccccc4)ccc3O[C@H]2[C@H](CO)O1)NC1CCCC1	-15.9	-10.0	11.5	0.6	-2.0	0.0	1.9	0.2
Cc1noc(C)c1NC(=O)N(C)C[C@@H]1Oc2ccc(NC(=O)C3CC3)cc2C(=O)N([C@H](C)CO)C[C@H]1C	4.2	/	-15.5	/	/	-1.1	1.7	/
CC(C)(C)C(=O)Nc1ccnn1C1CCN(C(=O)c2cccc(Cl)c2)CC1	12.8	3.8	4.2	0.7	-0.7	0.1	/	-2.2
Cc1ccc(Cc2c(-c3ccc(F)cc3)nc3c(Cl)cc(C(F)(F)F)cn23)cc1	2.5	-3.1	15.1	6.9	0.1	-0.1	-1.5	-1.8
COc1cc(/C(C)=N/NC(=S)NC(C)C)cc(OC)c1OC	/	-2.9	/	-1.5	/	0.0	/	5.6
COc1ccc(-c2nn(C)c(=O)c3ccccc23)cc1CNC(=O)C1CCCCC1	-5.0	-21.6	9.4	/	0.2	-0.1	/	-3.5
COc1ccc(NC(=O)Nc2ccc3c(c2)C(=O)N([C@@H](C)CO)C[C@@H](C)[C@@H](CN(C)C(=O)NC(C)C)O3)cc1	3.4	8.4	2.5	-0.5	5.7	0.0	1.1	-0.1
O=C(Oc1ccccc1F)C1CCN(C(=O)c2ccc(F)cc2)CC1	-14.4	-2.1	9.1	1.2	-2.9	0.5	-4.0	-4.5
CCOCCn1c(-c2ccc(OC)cc2)nc2ccccc21	-31.0	4.5	1.9	0.0	0.3	0.2	3.0	-2.2
O=C(c1ccncc1)N1CC(=O)N2[C@H](CO)[C@@H](c3ccc(-c4cccnc4)cc3)[C@H]2C1	-15.2	1.1	/	1.4	/	0.0	-1.9	-1.4
COc1ccc(C(=O)NCCS(=O)(=O)NCc2cccs2)cc1	-1.4	-0.9	8.1	-1.8	2.5	0.2	/	-9.4
C[C@@H]1CN([C@@H](C)CO)C(=O)c2cc(C#Cc3cccnc3)cnc2O[C@@H]1CN(C)Cc1ccccc1	8.9	12.2	-11.7	0.0	60.9	-0.1	4.4	6.0
Cc1nc(N/N=C/c2cccnc2)cc(N2CCOCC2)n1	-0.4	-0.1	0.3	-2.6	-0.1	-0.1	-0.1	2.3
COc1ccc2c(c1)C(c1ccc(N3CCOCC3)cc1)=NNC(c1cccnc1)=N2	-3.5	-0.6	/	3.9	/	0.1	/	1.2
CC1(C(=O)Nc2ccccc2F)CCN1C(=O)Cc1cc(F)ccc1F (stereo unspecified)	6.9	0.3	-0.9	4.4	2.5	0.1	-7.3	-0.9
O=C(NCc1ccc(Cl)cc1)C(=O)NCC1OCCN1S(=O)(=O)c1cc(F)ccc1F (stereo unspecified)	-0.7	0.1	1.7	-5.0	-4.3	0.2	/	-1.5
C[C@@H]1CN([C@@H](C)CO)S(=O)(=O)c2ccc(C3=CCCCC3)cc2O[C@@H]1CN(C)C(=O)Cc1ccccc1	7.9	-15.6	-97.2	0.3	2.0	0.3	-3.7	18.5*
C[C@@H]1CN([C@@H](C)CO)S(=O)(=O)c2ccc(-c3ccncc3)cc2O[C@H]1CN(C)Cc1cccnc1	12.3	-33.7	-78.9	0.6	-0.5	0.0	-3.2	-2.8
COc1cccc(OCc2cc(C(=O)N3CCN(c4ccccc4O)CC3)no2)c1	-35.2	-4.6	17.7	1.1	1.7	0.3	13.7	2.5
CNC[C@H]1Oc2cc(C#Cc3ccncc3)ccc2S(=O)(=O)N([C@H](C)CO)C[C@@H]1C	-5.8	-19.5	2.8	6.5	2.1	-0.1	-0.9	-4.4
Cc1nn(C)c2c1NC(=O)CS2	-17.3	-0.6	6.9	2.3	1.2	0.0	-1.5	/
COc1ccc(C(=O)C2CCCCC2=O)cc1 (stereo unspecified)	20.8	1.2	-1.8	/	-0.9	/	7.4	/
COc1ccc(OC)c(NC(=O)CC2SC(=N)N(c3ccccc3)C2=O)c1 (stereo unspecified)	-2.7	-7.9	1.0	-1.2	1.1	0.0	/	-0.4
Cc1ccc(NC(=O)CCNS(=O)(=O)c2cccc3nsnc23)cc1	12.2	-4.3	/	-0.3	0.5	0.0	-6.7	1.9
Cc1nn(Cc2ccc(Cl)cc2)c(C)c1NC(=O)C(c1ccccc1)c1ccccc1	-0.3	-4.5	/	2.1	-8.5	0.0	6.1	-0.3
O=C(CN1C(=O)CSc2ccc(S(=O)(=O)N3CCCCCC3)cc21)NCCc1ccccc1	0.7	16.5	1.0	0.7	1.6	0.3	-7.8	/
O=c1[nH]cnc2c1ncn2[C@@H]1O[C@H](CO)[C@@H](O)[C@H]1O	-8.0	-3.3	-2.7	-1.9	3.9	0.0	-10.8	-1.7
Cc1onc(-c2ccccc2)c1C(O)c1ccc(F)cc1 (stereo unspecified)	-13.5	-7.9	4.7	1.6	-4.8	0.0	-7.7	-0.6
O=C(Nc1ccc2c(c1)[C@H]1C[C@@H](CC(=O)N3CCc4ccccc4C3)O[C@@H](CO)[C@H]1O2)C1CCC1	1.1	-3.4	-5.3	0.4	1.2	0.2	-16.3	0.8
Oc1cccc(/C=N/Nc2ncnc3c2ncn3Cc2ccccc2)c1	-27.0	/	/	/	-11.0	0.1	14.5	/
CCOC(=O)C1C(c2ccc(O)c(OC)c2)NC(=S)NC1(O)C(F)(F)F (stereo unspecified)	-18.7	-3.9	0.4	-5.1	-1.5	0.6	/	-3.5
COc1ccc(-c2nc(CN(Cc3cnn(C)c3)C(C)C)c(C)o2)c(OC)c1	-7.6	-0.5	/	-1.6	/	0.6	/	-0.2
CC(Nc1nc(=S)nc(Nc2ccc(F)cc2)[nH]1)c1ccccc1 (stereo unspecified)	4.2	-0.7	34.5	0.1	-2.0	0.0	/	-4.2
C[C@@H]1CN([C@@H](C)CO)C(=O)Cc2cc(NC(=O)Nc3ccc(F)cc3)ccc2O[C@@H]1CN(C)C(=O)Nc1ccc(C(F)(F)F)cc1	-4.5	/	-8.3	/	13.5	0.1	-4.1	/
COc1ccc(NC(=O)c2ccc3c(SCC(=O)O)c4c(nc3c2)CCCC4)c(OC)c1	15.6	-10.4	/	-3.7	/	0.7	/	2.4
C[C@@H]1CCCCO[C@@H](CN(C)S(=O)(=O)c2ccccc2)[C@@H](C)CN([C@@H](C)CO)C(=O)c2cc(NC(=O)NC3CCCCC3)ccc2O1	7.8	-26.2	/	-0.1	2.9	0.4	0.8	6.6
NC(=O)c1ccc(NC(=O)COC(=O)CCCc2c[nH]c3ccccc23)cc1	8.6	-5.4	/	3.2	/	0.4	/	-5.1
Cc1[nH]c2ccccc2c1/C=C(\C#N)C(=O)NCc1ccccc1	7.7	-10.3	/	-4.6	/	0.1	/	-4.1
c1ccc(-c2nc(N3CCOCC3)cc(N3CCOCC3)n2)cc1	/	10.3	-16.9	1.1	-2.7	0.1	/	-1.6
O=C(Cc1cnc2ncnn2c1)N1CCc2c([nH]c3ccccc23)C1c1ccccn1 (stereo unspecified)	4.0	-10.4	-2.3	-3.4	-1.3	0.0	-15.7	-4.4
Cc1ccc(S(=O)(=O)Nc2ccc3c(c2)CC(=O)N([C@@H](C)CO)C[C@H](C)[C@H](CN(C)C)O3)cc1	1.1	6.2	12.9	-1.5	48.8	0.1	4.8	-0.1
CCC(=O)Nc1c(-c2ccc3ccccc3c2)nc2ccccn12	-28.5	-4.6	-3.2	-0.1	-3.0	0.2	-5.6	-9.3
C[C@@H]1CCCCO[C@@H](CN(C)C(=O)c2ccccc2)[C@H](C)CN([C@@H](C)CO)C(=O)c2cc(NC(=O)Nc3ccc4c(c3)OCO4)ccc2O1	2.6	-7.4	/	-5.5	1.2	0.5	7.8	2.5
Cc1c(Cc2ccccc2)[n+](=O)c2ccccc2n1[O-]	7.4	1.4	/	0.8	-0.6	0.3	/	/
O=C(NCC[C@@H]1CC[C@@H](NS(=O)(=O)c2cccc(F)c2)[C@@H](CO)O1)C1CCOCC1	-15.5	-1.1	-1.3	0.4	-1.3	-0.6	9.0	38.0*
C[C@H]1CN([C@@H](C)CO)S(=O)(=O)c2ccc(C#CC3(O)CCCC3)cc2O[C@H]1CN(C)C(=O)Cc1cccnc1	-13.7	-1.3	-15.0	-1.5	2.6	0.1	6.5	-1.4
C[C@@H]1CN([C@@H](C)CO)C(=O)c2cc(/C=C/c3ccccc3)cnc2O[C@@H]1CN(C)Cc1ccccc1F	25.7	-0.4	-4.9	3.4	-3.7	0.1	-1.9	-1.3

At a glance, part of the list above.
mol	LGR2 antag	S100A4 inh HTS	Statin myotox sup	ERAP1 HTS inh	Cneo AK release	XiGFP reactiv	PGC1a acetyl inh	SIRT5 inh
CCC(=O)Nc1c(-c2ccc3ccccc3c2)nc2ccccn12	-28.5	-4.6	-3.2	-0.1	-3.0	0.2	-5.6	-9.3
C[C@@H]1CCCCO[C@@H](CN(C)C(=O)c2ccccc2)[C@H](C)CN([C@@H](C)CO)C(=O)c2cc(NC(=O)Nc3ccc4c(c3)OCO4)ccc2O1	2.6	-7.4	/	-5.5	1.2	0.5	7.8	2.5
